# Screening data as filed in PubChem.
# MCF10A rereplic: induces DNA re-replication in MCF 10a normal breast cells; MCF 10A DNA re-replication, Hoechst nuclear intensity, 48 h; Potency, µM (titrated, usually from 46.1 µM), inactives show at the top dose activity, positive = re-replication, actives largely listed as activators; hit rate 2.9% among 350,000; also: potency is read from the fitted curve at half-maximal effect; % of control where 0% means no effect; nearly all actives have a fitted effect of over 50% in size
# Nrf2 activator: activates Nrf2 signaling; AREc32 ARE-luciferase reporter (MCF7-derived line), luminescence, 24 h; Potency, µM (series often up to 46.1 µM), inactives show at the top dose activation, most hits filed as activators; hit rate 0.31% among 410,000; also: potency is read from the fitted curve at half-maximal effect; % of control where 0% means no effect; nearly all actives have a fitted effect of over 65% in size
#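 Each well held 1000 AREc32 cells, which were incubated with compound for 24 hr at 37 deg C after overnight attachment, and ARE reporter activity was quantified by firefly luciferase luminescence.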
# TGFb inhibitor: blocks TGF-b signaling; HepG2 CAGA-GFP TGF-b/SMAD3 reporter, GFP fluorescence, 18 h; TGF-beta stimulated, 500 pg/mL final; Potency, µM (doses to about 46.1 µM), for the others: at the highest dose activity, negative = inhibition, hits mostly inhibitors; hit rate 1.2% among 410,000; AID 588855; also: potency is read from the fitted curve at half-maximal effect; % is scaled to controls: 0 for no effect and ±100 for the full control effect; nearly all actives have a fitted effect of over 65% in size
#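 Inhibition of TGF-beta-driven CAGA-GFP reporter expression in HEPG2 cells is measured by cellular GFP fluorescence after 18 h stimulation with 500 pg/mL recombinant TGF-beta in 1% FBS medium at 37 degrees C.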
# S2 tox: viability counter-screen for ATXN expression inhibitors. S2 cells (HEK-293 line with an ATXN2-luciferase reporter) viability, CellTiter-Fluor protease fluorescence, 24 h. Potency, µM (highest dose often 56.7 µM), hits mostly cytotoxic. hit rate 0.49% among 400,000. AID 651635; also: potency is read from the fitted curve at half-maximal effect; nearly all actives have a fitted effect of over 40% in size
# Nrf2 inh: Nrf2 pathway inhibition; A549 ARE-Fluc reporter, luciferase luminescence, 18-24 h; Potency, µM (titrated, usually from 46 µM), for the others: top-dose activity change, negative = inhibition, most hits filed as inhibitors; hit rate 2.1% among 360,000; also: potency is read from the fitted curve at half-maximal effect; % is scaled to controls: 0 for no effect and ±100 for the full control effect; nearly all actives have a fitted effect of over 60% in size
#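 Two sequential reads on A549 ARE_Fluc cells exposed to compound for 18-24 h: a CellTiter-Fluor fluorescence read for viability, then a luciferase luminescence read for Nrf2/ARE activity.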
# HepG2 viability: HepG2 cytotoxicity, counter-screen for TGF-b inhibitors; Potency, µM (highest dose often 46.1 µM), for the others: top-dose activity change, negative = cytotoxicity, hits mostly cytotoxic; hit rate 0.76% among 410,000; AID 588856; HepG2 CAGA-GFP viability, ATP luminescence, 18 h; also: potency is read from the fitted curve at half-maximal effect; some results filed as inactive show a strong effect at the top dose
#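 CellTiter-Glo luminescence gave cytotoxicity after 18 hours at 37 degrees C. The cells were HepG2 CAGA-GFP in 1% FBS DMEM, stimulated with 500 pg/mL TGF-beta after compound addition. %Activity was normalised to no-cell wells (complete cell-killing) and DMSO (no toxicity), and curves were fitted and classified.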
# ATXN2 expr inh: inhibitors of ATXN2 expression; Potency, µM (top dose mostly 57 µM), without a hit: top-dose activity change, negative = inhibition, usual class: inhibitors; HEK-293 ATXN2-luciferase reporter, luminescence, 24 h; AID 1745845; hit rate 0.72% among 360,000; also: potency is read from the fitted curve at half-maximal effect; % is scaled to controls: 0 for no effect and ±100 for the full control effect; nearly all actives have a fitted effect of over 55% in size
#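 qHTS (up to 57 uM final) was run with 24 h compound exposure of reporter cells at 37 °C. Each well was multiplexed: SteadyGlo luminescence measured ATXN2-luciferase expression after a fluorogenic Gly-Phe-AFC viability readout (25 uM final).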
# IL1B secr inh: inhibitors of inflammasome signaling (IL-1 beta secretion). THP-1 LPS/ATP IL-1B secretion, AlphaLISA, 16 h; hits give low values. activity change, % at 57.5 µM. hit rate 4.7% among 360,000; in the data active = activity change below about -50%; inconclusive = mostly about -30% to -49%; also: % is scaled to controls: 0 for no effect and ±100 for the full control effect
#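 THP-1 cells pretreated 1 hr with compounds (up to 57.5 uM final), then stimulated with LPS (250 ng/mL final) plus ATP (1.25 mM final); secreted IL-1B measured by AlphaLISA after 16 hr, decreased signal indicating inhibition.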
# A549 viability: kills or reduces viability of A549 cells in Nrf2 counter-screen; A549 ARE-Fluc cells, CellTiter-Fluor viability, 18-24 h; Potency, µM (doses to about 46 µM), without a hit: at the highest dose activity change, negative = cytotoxicity, most hits filed as inhibitors; hit rate 0.16% among 390,000; AID 504648; also: potency is read from the fitted curve at half-maximal effect; % is scaled to controls: 0 for no effect and ±100 for the full control effect
#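 Cytotoxicity counterscreen: CellTiter-Fluor fluorescence was measured in A549 ARE_Fluc cells after 18-24 h of compound exposure in a concentration series. The subsequent BugLite luminescent read reports ARE-luciferase activity.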
# An asterisk follows results filed as active; i = inactive; ? = inconclusive; . = not tested or not shown; [ ] = another dose, or the depositor's remark. Unless noted, calls follow the shape of the dose curve; as a rule, active = well fitted curve in the direction sought with a large enough effect; inconclusive = small, poorly fitted or top-dose-only effect, or another doubt; inactive = no such curve, though single readings can be large; an effect the other way counts as inactive or inconclusive.
structure | Nrf2 activator | ATXN2 expr inh | TGFb inhibitor | IL1B secr inh | A549 viability | HepG2 viability | S2 tox | MCF10A rereplic | Nrf2 inh
Cc1ccc(C)c(N2CCN(C(=O)c3cccn4c(=O)c5sccc5nc34)CC2)c1 | 0.4% | 18.2% | -20.4% | 41.6 | 1.0% | -23.5% | i | ? | ?
O=C(O)CCC(=O)Nc1ccc2c(c1)oc1ccccc12 | -0.7% | 2.2% | -5.7% | 24.7 | -0.5% | 1.3% | i | -2.7% | 1.6%
COc1ccc([N+](=O)[O-])cc1NC(=O)C(C)OC(=O)C1CC(=O)N(Cc2ccco2)C1 (stereo not given) | 1.8% | -7.8% | -9.0% | -0.4 | -0.5% | -4.4% | i | -2.3% | 0.5%
CCCC1=C(C(=O)OCC)C(c2ccc(O)cc2)n2ncnc2N1 (stereo not given) | 0.1% | 1.2% | 22.9% | 16.6 | -7.2% | 20.2% | i | -3.6% | .
CC(=O)c1ccc(NC(=O)CCNS(=O)(=O)c2ccccc2F)cc1 | 0.0% | 11.2% | 1.2% | 7.4 | -6.3% | -1.7% | i | 11.8% | 8.0%
COCCCNC(=O)CCn1c(=O)c2ccccc2n(CC(=O)Nc2ccc(C)cc2C)c1=O | -0.5% | -1.4% | 15.9% | 15.6 | -9.0% | 13.2% | i | 0.1% | .
O=C(Nc1cnn(Cc2ccc(F)cc2)c1)c1noc2c1CCCC2 | 4.6% | . | -19.5% | 22.3 | -5.2% | -7.3% | ? | 4.61µM* | 3.4%
S=C1NCN(Cc2cccnc2)CN1c1cccc2ccccc12 | 0.2% | -15.6% | 2.5% | . | 1.5% | 7.8% | i | -9.6% | 10.6%
CCN(CC)S(=O)(=O)c1cccc(NC(=O)COC(=O)C2COc3ccccc3O2)c1 (stereo not given) | -0.5% | -8.3% | -4.2% | 9.8 | -4.3% | 15.5% | i | -3.9% | 11.7%
O=C(CSCc1cnn(-c2ccccc2)c1-n1cccc1)NCc1cccs1 | 0.2% | -7.1% | 7.2% | 3.9 | -2.0% | -48.2% | i | 1.8% | -1.9%
COc1cc(/C=N/NC(=O)CCc2n[nH]c(=O)[nH]c2=O)cc(OC)c1OC | -0.5%[9.22 µM] | -1.2% | 1.0% | 0.0 | 1.0% | -0.1% | i | -0.7% | 2.5%
CSc1nc2cc(C)nn2c(-c2ccc(C(C)(C)C)cc2)c1C#N | -0.3% | 3.4% | 11.1% | -2.3 | 7.4% | -7.6% | i | 19.6% | ?
Cc1nn(C)c(C)c1NS(=O)(=O)c1ccccc1Cl | 0.0% | -17.6% | -8.7% | 9.2 | 1.5% | 0.1% | i | -1.0% | -30.7%
COc1ccccc1C(=O)Nc1ccc2nc(SCC(=O)N3CCCC3)sc2c1 | -0.3% | . | -0.6% | . | -7.9% | 1.8% | . | . | ?
O=C(Cn1nc2sc3ccccc3n2c(=O)c1=O)c1ccc(Cl)cc1 | -0.3% | 29.3% | 24.5% | 35.8 | 5.9% | 29.5% | i | 1.1% | 5.3%
Cc1cnc(C(=O)OCC(=O)C23CC4CC(CC(C4)C2)C3)cn1 | 0.2% | -4.9% | -7.5% | 30.1 | 4.9% | 4.4% | i | -4.8% | -21.8%
CCCCCCCNc1nc(Cl)nc(NCCO)n1 | 0.0% | 6.3% | -23.8% | -23.9 | 3.9% | -15.1% | i | 8.9% | -16.4%
CCn1nnc(NC(=O)C(C)(c2ccccc2)c2ccccc2)n1 | -0.9% | -9.0% | -11.8% | -0.9 | -2.8% | 8.6% | i | -0.9% | ?
CCOC(=O)C1=c2/c(=C/c3ccncc3)c(N)c(C(=O)OC)n2C(=O)C(c2ccncc2)S1 (stereo not given) | 0.1% | -18.4% | -15.1% | -17.7 | -9.4% | -16.7% | i | -0.2% | 7.3%
COC(C[C@@H]1O[C@@H]1C(=O)[C@@H](C)OCc1ccccc1)OC | 0.0% | 2.6% | 3.8% | -11.5 | 0.9% | 0.6% | i | ? | -2.4%
O=C(Nc1ccc(Cl)cn1)c1ccc(COc2ccccc2Br)o1 | 6.1% | 2.1% | ? | 34.7 | 2.0% | -18.9% | i | ? | ?
C=CCn1c(=O)/c(=C/c2ccc(Cl)cc2)s/c1=C(/C#N)c1nnc2n1CCCCC2 | -0.1% | 22.4µM* | -9.1% | -71.6* | -14.0% | -17.0% | 17.8µM* | -3.3% | ?
O=C(CSc1nnc(-c2cc(-c3cccs3)nc3ccccc23)o1)NC1CCCCC1 | -0.1% | ? | -0.8% | 53.4 | -1.1% | 5.7% | i | ? | ?
CCN1/C(=C/c2ccc3cc(C)ccc3[n+]2CC)Sc2ccc3sccc3c21 | -1.3% | ? | -18.0% | 33.4 | ? | -15.8% | i | 5.5% | 6.51µM*
CC1=C(C(=O)Nc2ccc(C)cc2C)C(c2cccs2)NC(=S)N1 (stereo not given) | 0.0% | 5.8% | -6.8% | 1.2 | -2.5% | 10.5% | i | -0.1% | -15.7%
O=C1N(c2ccc3c(c2)OCCO3)C(c2ccccc2)C1(F)F (stereo not given) | 0.6% | -10.6% | 0.0% | ? | 3.1% | -22.3% | i | 0.9% | 4.3%
Cc1ccccc1NC(=O)CNC(=O)c1ccc(C(F)(F)F)cc1 | 4.5% | 29.2% | 12.8% | 23.5 | 2.1% | -10.5% | i | -11.6% | 4.6%
CCN(CC)C(=O)c1ccc(C(=O)c2c(C)cc(C)cc2C)cc1 | 0.1% | -23.2% | ? | -9.2 | ? | -22.0% | i | 15.0% | ?
COc1ccc(OC)c(-n2c(-c3cccc(C)c3)n[nH]c2=S)c1 | 2.9% | . | 0.1% | -0.2 | 6.3% | -5.3% | i | 3.5% | -21.1%
COc1ccc(CCNC(=O)c2ccc(-c3ccc([N+](=O)[O-])cc3Cl)o2)cc1 | -0.2% | -15.9% | -15.9% | ? | -17.1% | -23.7% | i | ? | ?
Cc1cc(N2CCN(c3ccccc3)CC2)nc(-n2nc(C)cc2C)n1 | 2.8% | ? | ? | -7.6 | 0.8% | -34.3% | i | ? | -2.9%
COc1ccc(NC(=O)Nc2cccs2)cc1OC | 5.5% | 15.8% | -1.1% | -7.6 | 2.6% | 0.6% | ? | 1.6% | 7.6%
Cc1cccn2cc(CNC(=O)CC3CCCC3)nc12 | 0.0% | 2.7% | 11.6% | -5.2 | 0.0% | 2.5% | i | -0.1% | 6.3%
CC(C)C1=CC(=Nc2ccc(S(N)(=O)=O)cc2)C=C(C(C)C)C1=O | 5.7% | -17.0% | ? | -56.9* | 10.5% | 11.2µM* | i | ? | 4.2%
COc1ccc(C)cc1NC(=O)C1CCN(S(=O)(=O)c2cccc3cccnc23)CC1 | -0.4% | -13.6% | -19.5% | 3.3 | 3.4% | 17.9% | i | ? | -12.8%
COCCn1c(SCC#N)nnc1-c1ccccc1O | 0.3% | 2.4% | 3.0% | 35.9 | -2.9% | 0.8% | i | -10.1% | .

# Shown with values under each structure: entries from further up.
# Every second line gives: Nrf2 activator, ATXN2 expr inh, TGFb inhibitor, IL1B secr inh, A549 viability, HepG2 viability, S2 tox, MCF10A rereplic, Nrf2 inh
- CCN(CC)C(=O)c1ccc(C(=O)c2c(C)cc(C)cc2C)cc1
  0.1%, -23.2%, ?, -9.2, ?, -22.0%, i, 15.0%, ?
- COc1ccc(OC)c(-n2c(-c3cccc(C)c3)n[nH]c2=S)c1
  2.9%, ., 0.1%, -0.2, 6.3%, -5.3%, i, 3.5%, -21.1%
- COc1ccc(CCNC(=O)c2ccc(-c3ccc([N+](=O)[O-])cc3Cl)o2)cc1
  -0.2%, -15.9%, -15.9%, ?, -17.1%, -23.7%, i, ?, ?
- Cc1cc(N2CCN(c3ccccc3)CC2)nc(-n2nc(C)cc2C)n1
  2.8%, ?, ?, -7.6, 0.8%, -34.3%, i, ?, -2.9%
- COc1ccc(NC(=O)Nc2cccs2)cc1OC
  5.5%, 15.8%, -1.1%, -7.6, 2.6%, 0.6%, ?, 1.6%, 7.6%
- Cc1cccn2cc(CNC(=O)CC3CCCC3)nc12
  0.0%, 2.7%, 11.6%, -5.2, 0.0%, 2.5%, i, -0.1%, 6.3%
- CC(C)C1=CC(=Nc2ccc(S(N)(=O)=O)cc2)C=C(C(C)C)C1=O
  5.7%, -17.0%, ?, -56.9*, 10.5%, 11.2µM*, i, ?, 4.2%
- COc1ccc(C)cc1NC(=O)C1CCN(S(=O)(=O)c2cccc3cccnc23)CC1
  -0.4%, -13.6%, -19.5%, 3.3, 3.4%, 17.9%, i, ?, -12.8%
- COCCn1c(SCC#N)nnc1-c1ccccc1O
  0.3%, 2.4%, 3.0%, 35.9, -2.9%, 0.8%, i, -10.1%, .

# Continued:
structure | Nrf2 activator | ATXN2 expr inh | TGFb inhibitor | IL1B secr inh | A549 viability | HepG2 viability | S2 tox | MCF10A rereplic | Nrf2 inh
COCc1c(C(=O)N/N=C/C2CC=CCC2)nnn1-c1nonc1N (stereo not given) | 0.3% | 4.7% | -1.7% | 15.7 | -1.0% | -4.5% | i | -6.7% | -3.5%
CCN1C(=O)C(=O)N(CC(=O)c2cc(C)n(C3CC3)c2C)C1=O | 0.5% | -17.4% | 0.7% | -12.9 | 25.7% | 3.8% | i | 3.7% | ?
Cn1cc(SCC(=O)N2CCCc3ccccc32)c2ccccc21 | -1.0% | -14.2% | -0.1% | 0.0 | -4.1% | -33.4% | i | 0.5% | -3.7%
COC1=Nc2ccccc2/C=C\c2ccccc21 | 0.0% | . | ? | 0.9 | . | -5.6% | ? | . | .
CN(C)c1nc(N)c([N+](=O)[O-])c(NCc2ccccc2)n1 | 0.0% | -11.7% | 2.9% | 47.3 | -4.6% | -30.2% | i | 2.3% | ?
CCNC(=S)Nc1cccc(S(=O)(=O)NC2=NCCC2)c1 | 1.9% | . | 29.4% | 2.3 | 7.8% | -21.0% | i | -8.3% | -5.5%
CCN(CC(=O)Nc1c(F)cccc1F)C(=O)C1CC1 | 0.5% | 0.6% | 7.1% | 9.6 | -2.3% | 3.0% | ? | -1.9% | 11.2%
